# Assay outcomes (PubChem)
# Arr AP2 block: inhibitors of human beta-arrestin and AP2 interaction. 340,000 tested, 0.31% active. FITC-arrestin peptide / GST-AP2 beads, flow cytometry; AP2 beta2 appendage carries R879A mutation. inhibition, % at 10 µM;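 active means inhibition above a set limit, near 3 SD of compounds lacking own fluorescence, cut at about 54% in these data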;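 further: plate controls were DMSO wells for no effect and 5 µM unlabelled arrestin peptide for full effect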
#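 System: GST-AP2 R879A glutathione beads | Also added: FITC-arrestin peptide, 50 nM | Times: 12 min plus 1 h, RT | Signal: Bead flow cytometry, FITC channel | Buffer or medium: PBS with 0.05% Tween 20 and 0.1% BSA | Read-out basis: Percent drop in bead-associated FITC signal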
# SR-BI HDL uptake: blocks mouse SR-BI lipid uptake from DiI-HDL; Q61009; ldlA[mSR-BI] CHO cells, DiI-HDL uptake fluorescence, 3 h; inhibition, % at 12.5 µM; 320,000 tested, 0.96% active; AID 488896;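 active means mean replicate inhibition of at least 70% and a set share of replicates each scoring 70 or more; inconclusive means meets just one of the two criteria; inactive means fails both criteria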;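 further: 0% = median of neutral control wells and 100% = median of positive control wells; values of inactives mirror those of a sister screen read the other way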
# Target sequence (Q61009 whole entry, looked up): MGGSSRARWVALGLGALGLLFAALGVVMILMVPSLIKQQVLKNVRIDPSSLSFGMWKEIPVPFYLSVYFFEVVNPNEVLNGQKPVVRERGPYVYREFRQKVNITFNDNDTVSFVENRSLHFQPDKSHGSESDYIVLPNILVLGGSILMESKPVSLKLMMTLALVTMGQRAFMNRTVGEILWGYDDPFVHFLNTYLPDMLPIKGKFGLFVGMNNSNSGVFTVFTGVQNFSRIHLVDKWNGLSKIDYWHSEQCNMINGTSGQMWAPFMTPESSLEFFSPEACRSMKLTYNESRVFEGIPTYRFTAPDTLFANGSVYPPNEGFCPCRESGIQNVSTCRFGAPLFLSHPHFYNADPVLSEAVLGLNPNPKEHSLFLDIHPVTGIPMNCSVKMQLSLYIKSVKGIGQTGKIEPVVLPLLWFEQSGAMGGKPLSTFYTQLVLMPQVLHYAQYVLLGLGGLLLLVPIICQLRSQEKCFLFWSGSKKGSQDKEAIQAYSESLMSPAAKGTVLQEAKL
# CDK5 inh: inhibitors of human CDK5/p35 kinase; inhibition, % at 10 µM; AID 488839; 330,000 tested, 0.01% active; Q00535+Q15078; Recombinant CDK5/p35, ADP-Glo luminescence, 60 min;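 active means highest replicate inhibition of at least 50% and at least 75% of replicates reaching 50%; inconclusive means only one of the two criteria met; inactive means both criteria failed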;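 further: plate controls were DMSO neutral control for no effect and GW8510 at 10 µM for full effect; many of its hits are not listed in these tables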
# SR-BI uptake up: SR-BI HDL lipid transfer activation; 320,000 tested, 0.096% active; activation, % at 12.5 µM; CHO ldlA[mSR-BI] cells, DiI-HDL uptake fluorescence, 3 h; 100 = double the neutral-control signal; AID 504775;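 active means mean replicate activation of at least 60% and every replicate at or above 60%; inconclusive means mean or all-replicate condition met, but not both; inactive means mean below 60% and not all replicates reaching 60%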;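 further: 0% = median plate neutral-control signal and 100% = twice that signal; values of inactives mirror those of a sister screen read the other way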
#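 Test system: SR-BI-overexpressing, LDLR-lacking CHO cells; Medium: Ham's F12 with 0.5% BSA, HEPES 25 mM, pH 7.4; Schedule: 3 h, 37 °C; Technique: bottom-read fluorescence, 550/595 nm.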
# SUMO Mot1 rescue: blocks SUMOylation pathway, rescuing yeast Mot1-301 growth. S. cerevisiae Mot1-301 growth rescue, ATP luminescence, 38.5C; percent above DMSO median, 100 means doubled. growth rescue, % at 18.8 µM. 320,000 tested, 1% active. AID 2716;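 active means every valid replicate shows activation above 250% relative to neutral control wells; inactive means the rest, any valid replicate at or below 250%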;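 further: OY570 slx delta 5 strain wells were the positive control but not used for scaling; some compounds called inactive have numbers as strong as hits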
# PKA-R1A activ: activators of PKA-R1A complex; activation, % at 11.4 µM; AID 504707; PKA-R1A dissociation, Cy5-IP20 fluorescence polarization; scaled: DMSO 0%, 113 µM cGMP 100%; 340,000 tested, 0.083% active; P00514+P68181;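 active means percent activation above the mean of all tested compounds plus 3 SD, cut at about 19% in these data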;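 further: higher means more PKAc released from R1A so a rise in polarization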
# dFosB activator: mouse delta FosB homodimer activation; P13346; purified delta FosB, TAMRA-CDK5 oligo fluorescence polarization; percent of positive-control signal above neutral wells; activation, % at 25 µM; 340,000 tested, 0.99% active; AID 493131;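 active means mean activation above about 17%, with every replicate also reaching it, limit read from the data, passing the limit was not always enough; inconclusive means only one of the two conditions met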;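 further: fluorescence polarization rise as delta FosB binds a TAMRA Cdk5 AP-1 oligo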
# Target sequence (P13346 whole entry, looked up): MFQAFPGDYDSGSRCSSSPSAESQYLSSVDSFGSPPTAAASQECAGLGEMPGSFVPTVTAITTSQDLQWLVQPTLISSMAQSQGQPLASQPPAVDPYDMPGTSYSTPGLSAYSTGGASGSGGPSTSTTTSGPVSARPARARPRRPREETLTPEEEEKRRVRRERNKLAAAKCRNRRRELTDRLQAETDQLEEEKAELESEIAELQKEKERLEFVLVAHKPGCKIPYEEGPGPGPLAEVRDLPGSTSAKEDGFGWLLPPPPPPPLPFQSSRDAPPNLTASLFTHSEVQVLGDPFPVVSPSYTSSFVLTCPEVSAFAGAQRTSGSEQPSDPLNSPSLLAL
# NSD2 HMT inh: inhibitors of human histone methyltransferase NSD2. NSD2 peptide methylation, AlphaScreen, 120 min. inhibition, % at 12.5 µM. 310,000 tested, 0.54% active; in the data active means inhibition above about 50%
# MITF TRPM1 HTS: increases MITF-driven TRPM1 promoter luciferase signal | activation, % at 12.5 µM | 300,000 tested, 0.75% active | AID 588334 | SK-MEL-5 TRPM1-promoter luciferase, 24 h; % of positive control, neutral wells = 0;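 active means mean activation of at least 80% with every replicate also reaching 80%; inconclusive means mean reaches 80% but some replicate falls short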;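 further: 0% = neutral control wells and 100% = parthenolide positive control wells; values of inactives mirror those of a sister screen read the other way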
# PKA-R2B act: PKA-R2B complex activation | P22694+P31323 | 340,000 tested, 0.079% active | AID 504700 | PKA-R2B holoenzyme dissociation, Cy5-IP20 fluorescence polarization; R2B truncated from residue 108, S112A mutant; 0% DMSO only, 100% 113 µM cGMP | activation, % at 11.4 µM;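 active means activation above a cutoff set at the mean over all compounds plus 3 SD, cut at about 18% in these data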;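 further: higher means more holoenzyme dissociation and a rise in polarization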
# Pemphigus Ab inh: human desmoglein-3 autoantibody binding inhibition; binding (percent of control), % at 10 µM; DSG3-coupled beads, scFv-anti-DSG3-GFP binding, flow cytometry; hits give low values; AID 588358; 310,000 tested, 0.48% active; P32926;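 active means binding more than 3 SD below its plate's average and above zero; inconclusive means below that plate limit but binding exactly zero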;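 further: hits lower antibody fragment binding to DSG3; some compounds called inactive have numbers as strong as hits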
# * hit, by the source's call; ? = inconclusive; / = no result given.
SMILES,Arr AP2 block,SR-BI HDL uptake,CDK5 inh,SR-BI uptake up,SUMO Mot1 rescue,PKA-R1A activ,dFosB activator,NSD2 HMT inh,MITF TRPM1 HTS,PKA-R2B act,Pemphigus Ab inh
Cc1ccc(N(CC(=O)NC(C)c2ccccc2)S(=O)(=O)c2cccs2)cc1 (centres undefined),6,1,3.8,-1,2,-4,-5,0,-11,-6,101
COc1ccc(Cn2cnc3c(N)c(C)c(C)cc32)cc1,-20,-15,0.3,15,-6,4,-8,3,-15,1,105
O=C(COC(=O)c1cc(S(=O)(=O)N2CCOCC2)ccc1O)Nc1cc(S(=O)(=O)N2CCCC2)ccc1Cl,18,3,-0.2,-3,352*,5,0,0,3,-5,90
COc1ccc(CCC(=O)Nc2cccc(S(=O)(=O)N3CCCCCC3)c2)cc1OC,-1,61,-2.2,-61,-15,-6,-15,-2,-21,6,107
COc1ccc(C(=O)Nc2ccnn2C2CCN(C(=O)CCC(F)(F)F)CC2)cc1,50,13,0.3,-13,15,6,-5,1,3,-2,/
O=C(CSc1nnc(NC(=O)C2CC2)s1)NCc1ccccc1,29,-17,-0.5,17,11,0,3,-2,0,-5,/
COCc1c(C(=O)N(C)Cc2ccccc2N2CCCC2)oc2ccccc12,15,36,1.1,-36,/,-2,-12,4,-9,-4,147
O=C(NCc1ccccc1)C1=C[C@H](c2csc3ccccc23)C[C@H](OCCCCO)O1,-8,-1,-0.3,1,-4,-8,-12,/,-12,-1,99
CCOC(=O)C1CCCN(C(=O)C2COc3ccccc3O2)C1 (centres undefined),-8,-6,-1.0,6,/,-5,-3,0,11,3,102
CCOC(=O)c1ccc(N=c2scc(C)n2CC)cc1,6,11,-1.0,-11,10,-5,-1,51*,52,-5,98
Cc1cccc(NC(=O)N2CCN(Cc3ccc4c(c3)OCO4)CC2)c1C,-2,-3,0.8,3,4,-22,3,-2,-3,3,105
CC(NC(=O)c1ccc(Br)cc1)c1ccc2c(c1)CCCC2 (centres undefined),1,-31,-1.8,31,214,-4,-4,-5,13,10,131

# Two records picked at random from those above, as already listed:
SMILES,Arr AP2 block,SR-BI HDL uptake,CDK5 inh,SR-BI uptake up,SUMO Mot1 rescue,PKA-R1A activ,dFosB activator,NSD2 HMT inh,MITF TRPM1 HTS,PKA-R2B act,Pemphigus Ab inh
COc1ccc(Cn2cnc3c(N)c(C)c(C)cc32)cc1,-20,-15,0.3,15,-6,4,-8,3,-15,1,105
CCOC(=O)c1ccc(N=c2scc(C)n2CC)cc1,6,11,-1.0,-11,10,-5,-1,51*,52,-5,98

# (further entries)
SMILES,Arr AP2 block,SR-BI HDL uptake,CDK5 inh,SR-BI uptake up,SUMO Mot1 rescue,PKA-R1A activ,dFosB activator,NSD2 HMT inh,MITF TRPM1 HTS,PKA-R2B act,Pemphigus Ab inh
COc1ccc(C(C)(C)C)cc1NC(=O)CCCN1C(=O)NC(C)(C)C1=O,6,54,0.9,-54,6,2,-8,-2,-8,4,101
Cc1ccc(S(=O)(=O)/N=C(/NNC(=O)c2cccc(Cl)c2)c2ccccc2)cc1,-18,-9,6.0,9,8,1,-15,-4,44,-2,88
O=S(=O)(NCc1ccc(F)cc1)c1cccc(S(=O)(=O)N2CCOCC2)c1,8,-10,7.0,10,0,-2,-3,-8,-7,-1,103
Cc1cccc2nc(CSCc3ccco3)cn12,0,8,-4.0,-8,2,-5,-4,0,77,-12,105
O=C(COc1ccc2c3c(c(=O)oc2c1)CCC3)N1CCCCC1,23,11,-0.7,-11,273,14,-6,0,33,3,99
O=C(Cc1csc(Nc2nc(=S)[nH]c3ccccc23)n1)NCc1cccc(Cl)c1,6,30,-1.5,-30,-9,9,4,-2,-6,-7,103
O=C(NCCCNC(=O)c1ccccn1)c1ccc(Br)cc1,-4,14,-1.8,-14,-5,-10,0,-1,-2,0,96
Cc1cc(Cl)ccc1NNC(=O)CCc1ccccc1,8,1,1.9,-1,15,-7,-2,-2,/,-5,/
CCOC(=O)C1=C(C)OC(N)=C(C(=O)OCC)C1c1cccnc1 (centres undefined),10,-7,-0.4,7,-4,1,11,-6,-2,9,109
COc1cc(C)c(C(=O)Oc2cc(C)c(C(=O)O)c(O)c2C)c(O)c1C,-4,-3,-0.3,3,1,-4,-8,/,/,6,101
Cc1ccc(C)c(S(=O)(=O)N2CCN(CC(=O)Nc3ccc([N+](=O)[O-])cc3)CC2)c1,-1,18,-0.8,-18,-6,8,?,0,-15,-14,105
COc1ccccc1NC(=O)COC(=O)COc1ccccc1F,0,0,1.0,0,/,4,-1,0,/,-13,114
COc1ccc(S(=O)(=O)NCCc2ccccn2)cc1,0,-10,1.5,10,24,1,3,2,-5,4,90
CC(CC(=O)O)CC(=O)N1CCN(S(=O)(=O)c2cccs2)CC1 (centres undefined),18,-16,0.5,16,9,-1,3,0,-6,-2,97
Cc1ccc([N+](=O)[O-])cc1S(=O)(=O)N1CCC(C)CC1,8,10,-1.6,-10,-16,/,0,3,3,/,97
Cc1ccccc1NC(=O)NCCN1C(=O)C2C3C=CC(C3)C2C1=O (centres undefined),4,-4,-1.4,4,2,3,-2,/,/,-2,107
Cc1cc(C(=O)NCC(=O)OCC(=O)N(C2CCCCC2)C2CCCCC2)ccc1[N+](=O)[O-],2,26,-0.8,-26,-9,-3,-5,3,-4,-11,104
CCOC(=O)C1Nc2ccccc2C2c3ccccc3CC12 (centres undefined),-5,15,-0.3,-15,-9,-1,-7,/,6,0,106
CCn1c(CSc2nc(C)cc(C)n2)nnc1SCC(=O)Nc1cccc2ccccc12,25,35,-2.7,-35,10,0,0,-6,-9,6,115
Cn1c(SCC(=O)NC2CC2)nnc1-c1ccccc1Cl,29,-18,-0.9,18,0,-2,10,1,1,-4,106
COc1cccc(NC(=O)COC(=O)c2nc3nccc(C)n3n2)c1,-6,-27,-0.2,27,14,10,-2,-1,-3,-6,101
O=C(/C=C/c1ccccc1Cl)OCC(=O)N1CCCC1,-11,-27,-9.1,27,11,-3,4,-4,4,-12,102
COc1ccc(OC)c(S(=O)(=O)Nc2cc(C)on2)c1,25,0,-1.4,0,3,3,-6,-2,-5,10,101
CC(=O)c1c(C)[nH]c(C(=O)NC2CCCCC2)c1C,5,12,0.8,-12,-32,0,-1,3,5,-4,100
O=C(O)CC1(c2ccccc2)C(=O)c2ccccc2C1=O,-4,-12,-1.0,12,44,5,5,-2,/,-14,/
O=[N+]([O-])c1ccccc1S(=O)(=O)Nc1ccc2c(c1)OCCO2,13,3,-0.2,-3,-5,0,-2,-9,-3,3,112
CCN(CC)CCCNC(=O)C1CCC(=O)N(c2ccc(OC)cc2)C1c1ccc(F)cc1 (centres undefined),14,-11,-0.5,11,8,-1,-6,8,7,0,111
Cc1ccccc1-c1nc(CS(=O)CC(=O)NCCN2CCN(Cc3ccccc3)CC2)c(C)o1 (centres undefined),8,8,0.8,-8,0,1,-11,4,-1,8,116
COc1cc(CNCc2cccc3ccccc23)cc(OC)c1,-9,8,-0.8,-8,3,1,-5,-1,0,6,98
Cc1cc(NC(=O)C2C3C(=O)N(Cc4ccc(Cl)cc4)C(C(=O)NCc4ccccc4)C34C=CC2(C)O4)no1 (centres undefined),13,-37,0.8,37,3,4,-8,-1,2,-5,105
Cc1ccc(OCC(=O)NCc2ccccn2)c(Br)c1,-8,8,-0.9,-8,221,-2,-1,-2,66,-9,101
O=C(Oc1c(-c2ccco2)oc2ccccc2c1=O)c1cccnc1,12,-21,-1.6,21,-30,-3,-30,1,-2,9,106
CN(C)c1nc(NCc2ccccc2)nc(N/N=C/c2ccc3c(c2)OCO3)n1,6,-7,1.1,7,19,-10,58*,0,9,-22,107
CC(C)CC(NC(N)=O)C(=O)Nc1cccc([N+](=O)[O-])c1 (centres undefined),6,-13,-1.0,13,12,14,3,-4,8,14,95
Fc1ccc(NC(=S)NN=C2CCCCCC2)cc1,-2,-6,1.8,6,-19,-13,-6,10,35,0,105
Cc1ccn2c(Nc3ccccc3C)c(-c3ccccn3)nc2c1,4,/,-0.8,/,-5,-4,9,39,-37,-1,101
Cc1ccn2cc(CNS(=O)(=O)c3ccc4c(c3)OCCO4)nc2c1,-2,-17,-0.5,17,201,0,-2,/,4,10,107
Cc1cc(N2CCC(C(=O)N3CCN(c4cccc(C)c4C)CC3)CC2)n2ncnc2n1,21,14,0.3,-14,-20,-10,-16,/,-15,4,95
Cc1cc(NC(=O)Cn2c(=O)c3c(ncn3CC(C)C)n(Cc3ccccc3)c2=O)no1,-3,18,-1.1,-18,251,-4,-15,5,/,-4,105
COc1ccc(/C=N/Nc2nnc(C)n2N)cc1OC(C)=O,6,-17,0.4,17,-3,0,-2,-3,/,1,105
O=C(NCc1ccccn1)c1ccc(Cl)c(NC2=NC3CS(=O)(=O)CC3S2)c1 (centres undefined),-18,2,2.3,-2,9,-4,-2,6,3,6,80
O=C(C1CCC(CNS(=O)(=O)c2ccccc2)CC1)N1CCOCC1 (centres undefined),7,-23,0.1,23,91,-1,0,-2,-13,-4,95
C/C(=N\Nc1nncc2ccccc12)c1cccc(OC(F)F)c1,-1,25,5.3,-25,-10,5,2,-4,55,1,96
Cc1cc(C(=O)CSc2nnc(-c3ccco3)o2)c(C)n1C,14,48,-0.9,-48,14,3,-6,3,39,3,94
C[C@@H]1COC(=O)[C@@H](NC(=O)OCC2c3ccccc3-c3ccccc32)C/C=C\C[C@@H](CC(=O)N(CCO)Cc2ccccc2)C(=O)N1,8,54,-1.4,-54,-6,-8,-16,/,-12,-18,99
Clc1ccc(/C=N/Nc2ccccn2)cc1,2,17,-0.4,-17,8,-1,-4,-3,31,-3,97
Cc1snc(SCc2cccc(Cl)c2)c1C#N,32,9,0.3,-9,16,0,1,-3,15,0,105
Cn1cc(/C=C(\NC(=O)c2ccccc2Cl)C(=O)NCCCN2CCOCC2)c2ccccc21,5,-26,-2.2,26,-7,-3,-4,-4,-1,-3,112
CC(C)Oc1ccc(CN2CCC(n3nccc3NC(=O)CCc3ccccc3)CC2)cc1,-9,32,1.0,-32,8,-2,-10,-2,-4,3,107
O=C(CNCc1cccc2ccccc12)Nc1ccccc1[N+](=O)[O-],6,-3,0.2,3,17,-2,-8,2,-8,5,/
